HP1b chromo inh = inhibitors of HP1-beta chromodomain binding to methylated histone tails. P83916. AlphaScreen HP1-beta / biotin-H3K9me3 peptide binding. Potency, µM (doses to about 114 µM), inactives show at the top dose activity change, negative = inhibition, most hits filed as inhibitors. actives 0.56% (n = 390,000); further: potency means the concentration at half of the fitted maximal effect; nearly all actives have a fitted effect of over 70% in size; inactives centre near 23
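HP1-beta protein (50 nM final) preincubated 30 min at room temperature with biotinylated H3(1-18)K9me3 peptide (50 nM) in PBS pH 7.4, 0.01% Tween-20, then compound added for 30 min. AlphaScreen streptavidin donor/nickel chelate acceptor beads (10 ug/mL final), 30 min dark, luminescence read.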
TrxR1 substrate = substrates of rat thioredoxin reductase 1 | purified TrxR1 substrate turnover, NADPH consumption readout | O89049 | Potency, µM (titrated, usually from 114 µM), inactives show at the highest dose activity change, negative = substrate turnover | actives 0.01% (n = 390,000); further: potency means the concentration at half of the fitted maximal effect; on the % scale 0 is the no-effect control and ±100 the full control effect; nearly all actives have a fitted effect of over 50% in size
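Rat TrxR1, dispensed at 90 nM, was prereduced with 400 uM NADPH (final) for 5 min at ~22 deg C, then incubated with compound 15 min before 400 uM selenite. A first-read NADPH fluorescence drop versus no-compound background flagged substrates.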
Tb PGK inh = blocks T. brucei phosphoglycerate kinase. P07378. PGK/GAPDH coupled, Kinase-Glo luminescence, 60 min. Potency, µM (top dose mostly 57.5 µM), inactives show top-dose activity change, negative = inhibition, actives largely listed as inhibitors. actives 0.043% (n = 380,000). AID 602233; further: potency means the concentration at half of the fitted maximal effect; on the % scale 0 is the no-effect control and ±100 the full control effect; nearly all actives have a fitted effect of over 60% in size
Target sequence (P07378 whole entry, looked up): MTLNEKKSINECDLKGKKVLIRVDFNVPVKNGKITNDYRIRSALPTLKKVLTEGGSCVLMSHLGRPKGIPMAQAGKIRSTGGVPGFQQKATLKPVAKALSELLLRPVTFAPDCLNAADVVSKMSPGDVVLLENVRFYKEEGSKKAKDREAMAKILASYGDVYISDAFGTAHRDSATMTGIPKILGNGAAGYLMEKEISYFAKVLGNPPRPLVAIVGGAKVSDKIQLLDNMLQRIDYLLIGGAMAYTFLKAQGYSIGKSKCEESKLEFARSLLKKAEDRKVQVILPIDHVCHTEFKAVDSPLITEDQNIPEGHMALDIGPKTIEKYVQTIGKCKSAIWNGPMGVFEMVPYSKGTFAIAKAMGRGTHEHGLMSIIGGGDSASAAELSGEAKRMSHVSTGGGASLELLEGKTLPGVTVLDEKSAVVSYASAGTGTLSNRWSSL
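Recombinant glycosomal PGK reaction used 1,3-bisphosphoglycerate generated in-well by GAPDH (100nM final) in 100mM TEA pH 7.6, 5mM MgCl2, 0.01% Tween-20. After 60 minutes at room temperature, ATP was read by Kinase-Glo Plus luminescence end-point.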
USP1-UAF1 inh = USP1/UAF1 (human) deubiquitinase inhibition. recombinant USP1/UAF1, Ub-Rhodamine cleavage fluorescence. Potency, µM (series often up to 57.1 µM), inactives show at the top dose activity change, negative = inhibition, hits mostly inhibitors. actives 0.23% (n = 390,000); further: potency means the concentration at half of the fitted maximal effect; on the % scale 0 is the no-effect control and ±100 the full control effect; nearly all actives have a fitted effect of over 60% in size; inactives centre near -12
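High-throughput fluorogenic screen: 1nM USP1/UAF1 complex, Ub-Rho substrate 150nM final, 50mM HEPES pH 7.8 with 0.5mM EDTA, 0.1 mg/ml BSA, 1mM TCEP and 0.01% Tween-20.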
IDH1 R132H inh = human IDH1 R132H inhibition; IDH1-R132H enzyme, NADPH consumption, diaphorase/resazurin fluorescence; Potency, µM (top dose mostly 76.6 µM), inactives show at the top dose activity change, negative = inhibition, most hits filed as inhibitors; AID 602179; actives 0.093% (n = 390,000); further: potency means the concentration at half of the fitted maximal effect; on the % scale 0 is the no-effect control and ±100 the full control effect; nearly all actives have a fitted effect of over 65% in size
Target sequence (O75874 whole entry R132H, stated change not applied): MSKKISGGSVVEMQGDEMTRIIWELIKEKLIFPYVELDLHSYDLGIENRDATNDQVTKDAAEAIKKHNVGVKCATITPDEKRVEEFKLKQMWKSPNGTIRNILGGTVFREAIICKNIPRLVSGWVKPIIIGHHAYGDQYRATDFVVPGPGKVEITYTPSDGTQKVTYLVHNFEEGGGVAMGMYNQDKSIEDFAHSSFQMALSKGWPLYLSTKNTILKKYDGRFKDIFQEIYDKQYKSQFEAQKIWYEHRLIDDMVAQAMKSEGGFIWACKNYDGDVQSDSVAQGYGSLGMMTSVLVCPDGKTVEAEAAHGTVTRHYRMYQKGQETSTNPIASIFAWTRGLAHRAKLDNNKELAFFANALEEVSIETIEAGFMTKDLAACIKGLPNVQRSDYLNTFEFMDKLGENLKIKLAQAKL
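IDH1-R132H (0.5 ug/mL dispensed) in pH 7.5 Tris buffer was preincubated 30 min with compound, then given a substrate mix of 0.016 mM NADPH and 2 mM alpha-KG for 80 min at room temperature; remaining NADPH was read by diaphorase/resazurin fluorescence.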
Pin1 inh = blocks the human prolyl isomerase Pin1; Q13526; Pin1 FP peptide displacement, HiFluor488, 10 min; actives 0.009% (n = 390,000); Potency, µM (doses to about 115 µM), for the others: at the highest dose activity, negative = inhibition, most hits filed as inhibitors; AID 504891; active means well fitted inhibition curve with a large enough effect in the polarisation, with a control signal flat, not every such curve was filed as active; inconclusive means small, poorly fitted or top-dose-only effect, or effect the other way, or a change in a side signal; inactive means no such curve, though single readings can be large or run the other way; the % refers to the polarisation; further: potency means the concentration at half of the fitted maximal effect; on the % scale 0 is the no-effect control and ±100 the full control effect
Target sequence (Q13526 whole entry, looked up): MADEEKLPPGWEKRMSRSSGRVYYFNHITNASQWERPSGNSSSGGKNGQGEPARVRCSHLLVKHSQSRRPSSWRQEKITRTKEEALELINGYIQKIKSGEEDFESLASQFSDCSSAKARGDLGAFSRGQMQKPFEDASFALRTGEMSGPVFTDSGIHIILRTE
rTrxR1 inhibitor = rat TrxR1 inhibition | O89049 | Potency, µM (series often up to 114 µM), for the others: top-dose activity change, negative = inhibition, hits mostly inhibitors | recombinant rTrxR1, NADPH fluorescence consumption, selenite substrate | AID 588453 | actives 1% (n = 390,000); further: potency means the concentration at half of the fitted maximal effect; on the % scale 0 is the no-effect control and ±100 the full control effect; nearly all actives have a fitted effect of over 65% in size
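Rat TrxR1 (90 nM in the dispensed reagent) was pre-reduced with 400 uM NADPH for 5 min at room temperature, then incubated with compound for 15 min. After 400 uM selenite was added, NADPH fluorescence (Ex 340/Em 450 nm) was followed for 8 min.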
PI4K2A inh = inhibitors of human PI4K2A; Q9BTU6; purified PI4K2A, ADP-Glo luminescence, 1 h; hits give low values; activity change, negative = inhibition, % at 76.9 µM; actives 0.13% (n = 420,000); in the data active means activity change below about -50%; inconclusive means mostly about -30% to -49%;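 further: -100% = wells without enzyme as full effect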
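ADP-Glo luminescence measured ADP generated by PI4K2A enzyme (4 ug/mL before mixing) with 1.2 mM PI substrate (pre-mix) and 300 microM ATP (pre-mix). Tris pH7.5 buffer with MgCl2, Triton X-100; 1 h reaction at ambient temperature.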
GLS inhibitor = inhibitors of human glutaminase (GLS); Potency, µM (highest dose often 45.5 µM), inactives show at the top dose activity change, negative = inhibition, actives largely listed as inhibitors; actives 0.21% (n = 410,000); AID 624170; O94925; GLS enzymatic activity, qHTS titration; further: potency means the concentration at half of the fitted maximal effect; on the % scale 0 is the no-effect control and ±100 the full control effect
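Assay buffer: 45 mM KH2PO4 pH 8.2, 0.02% Tween-20. hKGA acts on L-glutamine (1 mM solution added); product glutamate is reported by an oxidase/peroxidase Amplex Red coupling, with fluorescence taken at baseline and 30 min.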
* marks the source's active call; other numbers are inactive results; i = inactive; u = inconclusive; x = no result given; & = joins results of further samples; [ ] = another dose, or the depositor's remark. Unless noted, the call rests on the fitted dose curve; in most records, active means well fitted curve in the direction sought with a large enough effect; inconclusive means small, poorly fitted or top-dose-only effect, or another doubt; inactive means no such curve, though single readings can be large; an effect the other way counts as inactive or inconclusive.

1: COc1ccc(-c2cc(CCCC(=O)NCCc3cc(OC)ccc3OC)no2)cc1
2: CCOc1ccc(Cl)cc1S(=O)(=O)n1cnc2ccccc21
3: O=C(COc1ccccc1-c1ccccc1)NCc1ccco1
4: O=C1C[C@@H](c2ccccc2)Oc2cc(O)cc(O)c21
5: Cc1cc2n(n1)CCC(=O)N2Cc1ccc(C(=O)Nc2cc(Cl)ccc2C)cc1
6: COc1ccc(C(c2c(NC(=O)c3ccccc3)sc(C)c2C)N2CCN(CCO)CC2)cc1 (centres undefined)
7: NC(=O)[C@@H]1CCCN1C(=O)c1cc(COc2ccc(F)cc2F)on1
8: O=S(=O)(c1ccc(Cl)cc1)n1c(Cc2ccccc2)nc2ccccc21
assay / compound,1,2,3,4,5,6,7,8
HP1b chromo inh,5%,19%,24%,41%[activator],33%,29%,21%,35%
TrxR1 substrate,-11%,4%,-3%[57.1 µM],1%[57.1 µM],1%,-6%[11.4 µM],-5%,-4%
Tb PGK inh,-4%,0%,1%,2%,10%,-4%,-8%,-4%
USP1-UAF1 inh,-20%,-17%,-27%,-22%,u,-13%,-4%,-14%
IDH1 R132H inh,0%,3%,-1%,-13%,-14%,1%,-10%,10%
Pin1 inh,2%,0%,2%,-8%,u,3%,-10%,0%
rTrxR1 inhibitor,-5%,-6%,2%[57.1 µM],11%[57.1 µM],23%,-12%[11.4 µM],-13%,12%
PI4K2A inh,-3,-10,2,-1,0,4,-5,-4
GLS inhibitor,1%,21%,1%,21%,4%,-2%,2%,2%

9: O=C1C2CC=C(Cl)CC2C(=O)N1CCC[n+]1cccc2ccccc21 (centres undefined)
10: Cc1ccc(Nc2cc(C)nc(NCc3ccccc3)n2)cc1
11: CC1CC(C)CN(C(=O)COC(=O)/C=C/c2cccc([N+](=O)[O-])c2)C1 (centres undefined)
12: COc1ccc(-c2nnc(SCC(=O)N3CCC(Cc4ccccc4)CC3)o2)cc1OC
13: COc1ccc(COC(=O)c2[nH]c3c(c2C)C(=O)CC(c2ccc(OC)c(OC)c2)C3)cc1 (centres undefined)
14: NS(=O)(=O)c1ccc(NC(=S)NC(=O)c2cccs2)cc1
15: O=C(Nc1cccc(Cl)c1)Nc1ccc2c(c1)OCO2
16: CC1CCC(N2CC(=O)N(C3CCCCC3)C(c3ccc(Cl)cc3)C2=O)CC1 (centres undefined)
assay / compound,9,10,11,12,13,14,15,16
HP1b chromo inh,27%,-13%,22%,8%,-3%,12%,28%,21%
TrxR1 substrate,9%,-16%[57.1 µM],-14%,-2%,0%,-1%,2%,4%[57.1 µM]
Tb PGK inh,i,i,5%,i,5%,i,3%,-8%
USP1-UAF1 inh,-7%,-16%,3%,-10%,u,-13%,-4%,-11%
IDH1 R132H inh,5%,13%,0%,4%,-15%,-6%,9%,-6%
Pin1 inh,-1%,23%,-2%,1%,5%,0%,26%,-3%
rTrxR1 inhibitor,1%,15%[57.1 µM],-15%,8%,-1%,11µM*,4%,13%[57.1 µM]
PI4K2A inh,-4,4,8,7,-1,2,-5,-6
GLS inhibitor,-1%,-3%,-8%,-1%,2%,9%,7%,6%

17: Cc1ccc(/C=N/NC(=O)Cn2nc(C)c(Br)c2C)o1
18: Cc1ccc(-n2ncc3c(NC4CCCCC4)ncnc32)cc1Cl
19: C=CCNS(=O)(=O)NC(=O)C1=C(N2CCCC2)COC1=O
20: Cc1sc2nc(SCC(=O)N(C)c3ccccc3)n(C)c(=O)c2c1C
21: Cc1cc(C)cc(NC(=O)C(=O)NCc2ccccn2)c1
22: CC(=O)N(C)c1ccc(NC(=O)c2ccc([N+](=O)[O-])cc2Cl)cc1
23: CC(=O)Nc1cccc(C(=O)OC(C)C(=O)NC2CCCc3ccccc32)c1 (centres undefined)
24: O=S(=O)(c1ccc(-c2cnc(C3CC3)o2)cc1)N1CCN(c2ccc(F)cc2)CC1
assay / compound,17,18,19,20,21,22,23,24
HP1b chromo inh,23%,24%,25%,23%,22%,35%,14%,23%
TrxR1 substrate,-15%,-7%[57.1 µM],10%,-10%,-12%,-1%,1%,-3%[57.1 µM]
Tb PGK inh,-9%,i,-10%,-2%,7%,11%,-9%,-10%
USP1-UAF1 inh,-17%,-26%,-20%,-1%,-4%,4%,-22%,-23%
IDH1 R132H inh,2%,5%,11%,-15%,4%,2%,9%,2%
Pin1 inh,-3%,1%,-3%,u,9%,0%,13%,-2%
rTrxR1 inhibitor,-25%,0%[57.1 µM],20%,-3%,-12%,1%,-16%,10%[57.1 µM]
PI4K2A inh,-1,-21,-3,-6,1,-2,2,8
GLS inhibitor,x,1%,4%,6%,9%,16%,u,7%

25: CCOC(=O)N1CCN(CC(=O)Nc2ccc(F)cc2F)CC1
26: C=CCNC(=S)NNC(=O)COc1ccc(Br)cc1
27: CCN(CCNC(=O)C1CCN(Cc2nc(-c3ccc(Cl)cc3)oc2C)CC1)c1ccccc1
28: OCCN1CCSC1=S
29: COC(=O)CC1=C(C(=O)OC)C(c2ccc3c(c2Cl)OCO3)C(C#N)=C(N)O1 (centres undefined)
30: CC(CN1CCCC1)OC(=O)c1ccc(F)cc1 (centres undefined)
31: Cc1ccc(/C=N/n2c(-c3ccccc3)n[nH]c2=S)cc1
32: COc1ccc(NC(=O)CN(C)CC(=O)Nc2ccccc2SC)cc1Cl
assay / compound,25,26,27,28,29,30,31,32
HP1b chromo inh,18%,25%,u,62%[activator],7%,29%,31%,26%
TrxR1 substrate,8%,-6%,-3%,3%,-9%,2%[57.1 µM],-3%,-4%
Tb PGK inh,i,3%,-6%,-10%,-11%,6%,-7%,4%
USP1-UAF1 inh,-17%,-8%,-18%,-12%,-19%,-12%,4%,-1%
IDH1 R132H inh,4%,-1%,1%,7%,-3%,1%,4%,0%
Pin1 inh,2%,-9%,1%,-3%,13%,-6%,-2%,1%
rTrxR1 inhibitor,11%,-18%,10%,45%[activator],-22%,0%[57.1 µM],3%,5%
PI4K2A inh,2,0,1,2,13,-4,3,1
GLS inhibitor,-3%,13%,16%,1%,14%,14%,u,4%

33: NS(=O)(=O)c1ccccc1
34: CCC1(CC)C(=O)C2=C3C1[C@H](C(=O)OC)C=C(C(=O)OC)C[C@H]3n1c(=O)n(-c3ccccc3)c(=O)n1[C@H]2C (some centres undefined)
35: CC1(C)CC(=O)C(CC(=O)NC(=O)NCc2ccccc2)=C(O)C1
36: COC(=O)COc1c(Cl)cc(Cl)c2ccc(C)nc12
37: COc1cc2c(c(OC)c1OC)C(c1ccc(C)cc1)CC(=O)O2 (centres undefined)
38: O=C(C[n+]1cc(-c2ccccc2)n2c1CCCCC2)c1ccc(Br)cc1
39: O=C1CC(N2CCN(c3ccccc3)CC2)C(=O)N1Cc1ccc(Cl)cc1 (centres undefined)
40: CC(C)(C)N1C(=O)c2ccc(C(=O)NCc3ccco3)cc2C1=O
41: CCOC(=O)c1ccc(NC(=O)c2cc(F)c(F)cc2Cl)cc1
42: COc1ccccc1NC(=O)CSc1nnc(-c2ccoc2C)o1
43: CCCOc1ccc(CN(C)c2ncnc(N)n2)cc1
assay / compound,33,34,35,36,37,38,39,40,41,42,43
HP1b chromo inh,7%,44%&20%[activator],32%,46%[activator],141%[activator],16%,19%,8%,55%[activator],45%[activator],32%
TrxR1 substrate,6%,4%&-10%,5%,9%,3%,6%[57.1 µM],-1%,-6%[57.1 µM],5%,0%,-7%
Tb PGK inh,-4%,9%,1%,-1%,i,-1%,-8%,6%,6%,9%,8%
USP1-UAF1 inh,-16%,-29%,-17%,-8%,-26%,-8%,-9%,5%,-16%,-7%,-11%
IDH1 R132H inh,-2%,-3%,2%,3%,11%,6%,11%,-4%,-2%,-2%,0%
Pin1 inh,-2%,12%&-14%,-10%,-2%,0%,-15%,-1%,-4%,7%,1%,1%
rTrxR1 inhibitor,18%,8%&-9%,5%,20%,21%,12%[57.1 µM],0%,u,18%[57.1 µM],3%,-4%[57.1 µM]
PI4K2A inh,-1,2,-4,1,-5,-2,1,-7,4,-4,-3
GLS inhibitor,11%,1%,19%,-4%,-2%,-4%,17%,17%,-16%,5%,6%

Screening data (PubChem BioAssay)

Not all compounds are listed. The share of hits here may be higher or lower than overall.
